HT1080NT lethal: kills 2HG-producing HT-1080-NT fibrosarcoma cells. HT-1080-NT fibrosarcoma viability, CellTiter-Glo ATP luminescence, 48 h. Potency, µM (series often up to 46.1 µM), for inactives: at the highest dose activity, negative = less viability, usual class: cytotoxic. hit rate 1.6% among 360,000;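 further: NT is the 2HG producing partner of a matched IDH1 knockdown line; potency means the concentration at half of the fitted maximal effect; 0% = DMSO-treated cells and -100% = media-only wells without cells; nearly all actives have a fitted effect of over 55% in size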
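Viability of the 2HG-overproducing fibrosarcoma line after 48 hours of compound exposure at 37 degrees C was determined by luminescence with CellTiter-Glo, and concentration-effect curves were then fitted and categorized.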
KB-V1 MDR tox: kills drug-selected multidrug resistant KB-V1 cells. KB-V1 MDR cells viability, CellTiter-Glo, 72 h. Potency, µM (top dose mostly 46.1 µM), for inactives: top-dose activity change, negative = cytotoxicity, usual class: cytotoxic. hit rate 3.4% among 400,000; further: potency means the concentration at half of the fitted maximal effect; on the % scale 0 is the no-effect control and ±100 the full control effect; nearly all actives have a fitted effect of over 60% in size
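Cytotoxicity via CellTiter-Glo luminescence after 72 h compound exposure at 37 degrees C. Cells: drug-selected KB-V1 line, DMEM phenol-red free plus 10% FBS. Compounds tested at multiple concentrations; normalized data fitted to concentration-effect curves.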
DRD3 antagonist: antagonists of human D3 dopamine receptor | P35462 | D3R cells, DiscoveRx beta-arrestin luminescence, antagonist mode; stronger effect = lower value | max response, negative = inhibition, % | hit rate 2.5% among 360,000; in the data active means max response below about -50%; inconclusive means no clear call, values can overlap the other calls; further: on the % scale 0 is the no-effect control and ±100 the full control effect; mostly tested at two doses, the higher about 12 µM
Target sequence (P35462 whole entry, looked up): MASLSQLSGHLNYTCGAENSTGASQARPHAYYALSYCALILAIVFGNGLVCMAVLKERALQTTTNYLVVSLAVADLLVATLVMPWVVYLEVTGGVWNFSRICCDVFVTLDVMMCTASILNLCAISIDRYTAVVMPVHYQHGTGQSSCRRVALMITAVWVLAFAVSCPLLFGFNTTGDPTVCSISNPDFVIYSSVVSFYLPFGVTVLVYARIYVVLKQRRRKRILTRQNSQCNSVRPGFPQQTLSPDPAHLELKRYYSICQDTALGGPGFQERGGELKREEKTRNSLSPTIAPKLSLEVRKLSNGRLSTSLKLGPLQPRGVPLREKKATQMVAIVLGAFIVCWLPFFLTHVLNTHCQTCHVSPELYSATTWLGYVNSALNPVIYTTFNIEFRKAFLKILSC
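Cells expressing the human receptor were seeded at 1500 cells/well, incubated overnight at 37 degrees C in 5% CO2, then exposed to library compounds with dopamine controls for 90 minutes at 37 degrees C before luminescent detection.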
KB-3-1 cytotox: KB-3-1 parental cell cytotoxicity | KB-3-1 viability, CellTiter-Glo ATP luminescence, 72 h | Potency, µM (series often up to 46.1 µM), for the others: at the highest dose activity change, negative = cytotoxic, hits mostly cytotoxic | hit rate 1.4% among 400,000 | AID 1347075; further: potency means the concentration at half of the fitted maximal effect; on the % scale 0 is the no-effect control and ±100 the full control effect; nearly all actives have a fitted effect of over 60% in size
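Parental KB-3-1 viability, qHTS format: 72 h compound exposure, 37 °C; CellTiter-Glo; media-only wells and DMSO plates as controls; concentration-effect fits on corrected data.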
GLP1R ag: agonists of human GLP-1 receptor; AID 624172; HEK293 GLP-1R CRE-luciferase, luminescence, 4-6 h; cells express a hypersensitive GLP-1R form; P43220; Potency, µM (highest dose often 45.6 µM), for the others: top-dose activation, hits mostly activators; hit rate 0.007% among 380,000; further: potency means the concentration at half of the fitted maximal effect; % of control where 0% means no effect
Target sequence (P43220 whole entry, looked up): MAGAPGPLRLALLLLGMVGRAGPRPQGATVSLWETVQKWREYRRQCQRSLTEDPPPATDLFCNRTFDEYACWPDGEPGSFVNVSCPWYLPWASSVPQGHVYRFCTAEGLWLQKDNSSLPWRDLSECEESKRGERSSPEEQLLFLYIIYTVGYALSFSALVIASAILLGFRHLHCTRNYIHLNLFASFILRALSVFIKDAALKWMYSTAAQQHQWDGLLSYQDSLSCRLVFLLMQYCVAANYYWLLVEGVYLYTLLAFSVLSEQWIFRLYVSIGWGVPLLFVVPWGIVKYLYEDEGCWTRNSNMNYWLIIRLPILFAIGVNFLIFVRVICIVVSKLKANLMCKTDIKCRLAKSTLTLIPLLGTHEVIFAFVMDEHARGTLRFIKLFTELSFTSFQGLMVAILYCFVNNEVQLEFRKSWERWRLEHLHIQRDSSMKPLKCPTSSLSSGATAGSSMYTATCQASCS
IL-1B inflam inh: inflammasome signaling inhibition, IL-1 beta readout | THP-1 LPS/ATP IL-1B secretion, AlphaLISA, 16 h; stronger effect = lower value | activity change, % at 57.5 µM | hit rate 4.7% among 360,000; in the data active means activity change below about -50%; inconclusive means mostly about -30% to -49%; further: on the % scale 0 is the no-effect control and ±100 the full control effect
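THP-1 cells pretreated 1 hr with compounds (up to 57.5 uM final), then stimulated with LPS (250 ng/mL final) plus ATP (1.25 mM final); secreted IL-1B measured by AlphaLISA after 16 hr, decreased signal indicating inhibition.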
D3 ag: D3 dopamine receptor (human) agonism; D3R DiscoveRx beta-arrestin cells, luminescence, 90 min; max activation, %; hit rate 0.58% among 410,000; in the data active means max activation above about 30%; further: 0% is about no effect; mostly tested at two doses, the higher about 12 µM
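Cells at 1500/well, incubated overnight, then treated with pinned compounds (dopamine as control) for 90 min at 37 degrees C. DiscoveRx reagent added for 30 - 60 minutes at room temperature; luminescence read.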
SW480 rereplic: DNA re-replication induction in SW480 cells | SW480 DNA re-replication, Hoechst DNA content imaging, 48 h | Potency, µM (top dose mostly 46.1 µM), for inactives: at the highest dose re-replication activation, hits mostly activators | hit rate 1.8% among 340,000; further: potency means the concentration at half of the fitted maximal effect; % of control where 0% means no effect; nearly all actives have a fitted effect of over 55% in size
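Image-based read-out: total Hoechst fluorescence of nuclei (405 nm excitation, 500-530 nm emission), with hits raising the fraction of high-intensity nuclei. SW480 colon cells incubated 48 hr with compounds at 37 C.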
HT1080 IDH1KD tx: toxicity to HT-1080 IDH1 knockdown cells (counter line); HT-1080 IDH1 knockdown viability, ATP luminescence, 48 h; Potency, µM (titrated, usually from 46.1 µM), for the others: at the highest dose activity, negative = toxicity, usual class: cytotoxic; hit rate 2% among 360,000; AID 686971;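 further: potency means the concentration at half of the fitted maximal effect; 0% = DMSO wells and -100% = cell-free medium wells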
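Using the IDH1-knockdown HT-1080 line run in the same batch and compound series as the NT line, viability after 48 h at 37 °C was determined by CellTiter-Glo luminescence and expressed as % activity.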
Active calls of the source: *; ? = inconclusive; · = no result given; & = joins results of further samples; [ ] = remark or other dose. Unless noted, the call rests on the fitted dose curve; in most records, active means well fitted curve in the direction sought with a large enough effect; inconclusive means small, poorly fitted or top-dose-only effect, or another doubt; inactive means no such curve, though single readings can be large; an effect the other way counts as inactive or inconclusive.

SMILES	HT1080NT lethal	KB-V1 MDR tox	DRD3 antagonist	KB-3-1 cytotox	GLP1R ag	IL-1B inflam inh	D3 ag	SW480 rereplic	HT1080 IDH1KD tx
Cc1cc(C)n(-c2ccc(C(=O)OCc3nnc(-c4ccccc4)o3)cc2)n1	3%	-8%	-5	12%	-1%	2	1	-6%	12%
CC(C)Cc1cc(C(=O)NCc2cccs2)no1	0%	-4%	?	-13%	-3%	-28	-9	2%	11%
COc1ccc(S(=O)(=O)N2CCN(C(=O)CCc3c[nH]c4ccccc34)CC2)cc1	10%	3%	9	4%	-4%	-13	0	-1%	0%
Cc1ccc(CS(=O)(=O)c2ncc(Cl)c(C(=O)Nc3nnc(C)s3)n2)cc1	?	?	-74*	21µM*	-5%	-57*	-16	2%	21µM*
O=C(COc1ccc(F)cc1)NC1CC1	-3%	?	-17	-1%	-1%	16	3	-4%	-4%
CCCCN(C(=O)c1nn(C)c(=O)c2ccccc12)c1c(N)n(CCC)c(=O)[nH]c1=O	2%	18%	8	2%	-3%	-10	1	-21%	0%
CCCCN1C(=O)C(CC(=O)NCCCN(C)C)CC(C(=O)N(C(C)C)C(C)C)=C1C (configuration not stated)	10%	-2%	-24	12%	-4%	0	-6	·	26%
COc1cccc(CNS(=O)(=O)c2cc3c(cc2C)n(C)c(=O)c(=O)n3C)c1	11%	13%&-7%	-19	-1%&-5%	-3%	28	2&3	-2%	2%
CCCNC(=O)c1cc(C2CCCCN2C(=O)c2cccs2)on1 (configuration not stated)	3%	-16%	-24	0%	0%	14	-9	·	0%
O=C1C=C(c2cnc3ccccc3c2)C[C@@H](c2ccc3c(c2)OCO3)C1	-8%	11%	3	-15%	-2%	?	2	-8%	-16%
C/C(NC(=O)c1ccccc1F)=C1\C(=O)C[C@@H]2[C@H]1C2(C)C	-4%	-28%	9	-4%	14%	0	-2	1%	4%
CNC(=O)NC(=O)C(C)OC(=O)c1c2c(nc3ccccc13)/C(=C/c1cccs1)CC2 (configuration not stated)	-2%	5.2µM*	2	?	-4%	-4	37*	?	-8%
CCN=C1S/C(=C\c2ccc(OCC)c(OC)c2)C(=O)N1CC	-3%	?	3	-25%	22%	-51*	0	8%	-17%
Cc1nc(SC(C)C(=O)NCc2ccc3c(c2)OCO3)nc(C)c1C (configuration not stated)	-9%	·	15	·	14%	-7	-4	-5%	10%
O=C(c1ccc2c(c1)N(Cc1ccc(Cl)cc1)C(=O)c1ccccc1S2(=O)=O)N1CCOCC1	·	-4%	·	8%	3%	·	8	·	·
O=C(c1cccc(Cl)c1)N(Cc1ccco1)C1CCS(=O)(=O)C1 (configuration not stated)	7%	3%	-10	-21%	-2%	9	-6	-6%	-7%
CC1CCCCN1CCNC(=O)CCc1nnc2n(Cc3ccccc3)c(=O)c3ccccc3n12 (configuration not stated)	-19%	7%	9	6%	-6%	-28	-7	-3%	-11%
COc1cc(C(=O)Nn2c(C)nc3ccccc3c2=O)cc(OC)c1OC	4%	-4%	-13	-14%	0%	18	2	-6%	23%
CCOC(=O)c1c(NC(=O)c2ccccc2Br)sc2c1CCc1ccccc1-2	4%	13µM*	-7	-8%	-8%	6	-12	16µM*	1%
Cc1ccccc1-c1nc(CS(=O)(=O)CC(=O)NCCN2CCCC2)c(C)o1	-6%	-2%	-20	-21%	-4%	-27	-6	-15%	-1%
Oc1c(C(c2cccs2)N2CCOCC2)sc2ncnn12 (configuration not stated)	0%	?	-23	6%	0%	-3	4	-14%	8%
CC12CCC(C(=O)Nc3ccc(Cl)cc3)([C@H](Br)C1=O)C2(C)C (some centres not stated)	-1%	-21%	-17	-2%	7%	·	-10	-44%[inhibitor]	4%
Cc1cc(C)c2c(c1)c(C)cc1nnc(SCC(=O)NCc3ccco3)n12	5%	0%	-2	-4%	11%	-8	-6	11%	0%
COc1cc(CN2CCCC(C(=O)c3ccc(C(C)(C)C)cc3)C2)cc(OC)c1O (configuration not stated)	?	-13%	-59*	-5%	4%	-79*	-22	?	?
Cn1cccc1C(=O)NC(=O)COC(=O)CNC(=O)c1ccc(Cl)cc1Cl	2%	-9%	5	-1%	1%	44	1	-4%	13%
Next section.
SMILES	HT1080NT lethal	KB-V1 MDR tox	DRD3 antagonist	KB-3-1 cytotox	GLP1R ag	IL-1B inflam inh	D3 ag	SW480 rereplic	HT1080 IDH1KD tx
Cc1nn(Cc2ccccc2)c2ncccc12	0%	0%	22	12%	20%	6	1	2%	-5%
Cc1ccc(Nc2ncnc(N)n2)cc1C	6%	-4%	-1	-1%	3%	-11	0	-39%[inhibitor]	8%
CN(C)CCN(C(=O)C1CCN(S(=O)(=O)c2cccs2)CC1)c1nc2ccc(F)cc2s1	2%	14%	-10	2%	10%	10	-25	-5%	6%
Cc1ccc(CNC(=O)CCCn2c(=O)c3ccccc3n(CC(=O)NCc3ccco3)c2=O)cc1	11%	12%	-7	6%	5%	0	-7	-5%	18%
Brc1ccc(/C=N/N2CCN(C3c4ccccc4-c4ccccc43)CC2)s1	-3%	-4%	?	-6%	2%	0	-11	-3%	-5%
CC(=O)N1N=C(C)CC1c1ccc(O)cc1 (configuration not stated)	12%	-7%	12	4%	-1%	4	3	-2%	0%
Cc1cc(-c2nnc(CCC(=O)N3CCN(Cc4cccc(F)c4)CC3)o2)c(C)o1	0%	17%	36	6%	11%	-13	7	-6%	9%
O=C(c1cccc([N+](=O)[O-])c1)N1CC2C3C=CC(C3)C2C1 (configuration not stated)	-1%	-1%	-7	?	17%	12	-1	-8%	2%
COc1cc(C(=S)N2CCCCC2)ccc1OCC(=O)Nc1ccc(F)cc1	-21%	-30%	9	-1%	-3%	-25	-6	14%	-5%
O=C(COc1cccc(Cl)c1Cl)NC1CC1	-1%	-2%	?	0%	-1%	9	-1	-3%	2%
COc1ccc(NC(=O)c2cc3ccc(O)cc3o/c2=N\O)cc1	?	0%	-11	?	19%	?	-1	?	?
CC(=O)Nc1ccc(S(=O)(=O)NCC(=O)OCc2cc(=O)oc3ccc4ccccc4c23)cc1	-13%	-7%	132	3%	6%	-58*	12	-2%	-10%
C[C@H](NC(N)=O)C(=O)Nc1ccc(N2CCOCC2)c(S(=O)(=O)Nc2ccc(Cl)cc2)c1	6%	30%	11	3%	20%	-1	10	0%	6%
CCOC(=O)C1CCN(S(=O)(=O)c2ccc(OC)c(OC)c2)CC1	8%	-4%	-5	-3%	7%	18	21	-2%	-3%
CC(=O)Nc1ccc(S(=O)(=O)N2CCN(c3nc(NC4CCCC4)c4ccccc4n3)CC2)cc1	18µM*	?	12	?	-15%	-1	-5	?	?
O=C(CN(Cc1ccccc1)C(=O)c1csnn1)NCc1ccc2c(c1)OCO2	-10%	-37%	14	-2%	11%	-5	4	-2%	0%
O=C1C2C3CCC(C3)C2C(=O)N1Cc1ccccc1 (configuration not stated)	-4%	-29%	2	14%	-3%	30	-10	-44%	2%
O=c1[nH][nH]c2c1[C@H](CCc1cccc(Cl)c1)O[C@H](C1CCCC1)C2	?	-12%	25	-1%	6%	-20	7	·	7.3µM*
CCOc1ccc(NC(=O)N2CCC(NC(=O)C(Cc3cccc(F)c3)NC(C)=O)CC2)cc1 (configuration not stated)	5%	8%	8	-3%	9%	15	17	1%	24%
CCOC(=O)N1CCN(C(=O)c2ccc(NS(C)(=O)=O)cc2)CC1	-3%	-4%	1	-17%	1%	-12	1	-2%	-2%

In a second layout: results already given
> CC(=O)Nc1ccc(S(=O)(=O)NCC(=O)OCc2cc(=O)oc3ccc4ccccc4c23)cc1
- HT1080NT lethal: -13%
- KB-V1 MDR tox: -7%
- DRD3 antagonist: 132
- KB-3-1 cytotox: 3%
- GLP1R ag: 6%
- IL-1B inflam inh: -58*
- D3 ag: 12
- SW480 rereplic: -2%
- HT1080 IDH1KD tx: -10%
> C[C@H](NC(N)=O)C(=O)Nc1ccc(N2CCOCC2)c(S(=O)(=O)Nc2ccc(Cl)cc2)c1
- HT1080NT lethal: 6%
- KB-V1 MDR tox: 30%
- DRD3 antagonist: 11
- KB-3-1 cytotox: 3%
- GLP1R ag: 20%
- IL-1B inflam inh: -1
- D3 ag: 10
- SW480 rereplic: 0%
- HT1080 IDH1KD tx: 6%
> CCOC(=O)C1CCN(S(=O)(=O)c2ccc(OC)c(OC)c2)CC1
- HT1080NT lethal: 8%
- KB-V1 MDR tox: -4%
- DRD3 antagonist: -5
- KB-3-1 cytotox: -3%
- GLP1R ag: 7%
- IL-1B inflam inh: 18
- D3 ag: 21
- SW480 rereplic: -2%
- HT1080 IDH1KD tx: -3%
> CC(=O)Nc1ccc(S(=O)(=O)N2CCN(c3nc(NC4CCCC4)c4ccccc4n3)CC2)cc1
- HT1080NT lethal: 18µM*
- KB-V1 MDR tox: ?
- DRD3 antagonist: 12
- KB-3-1 cytotox: ?
- GLP1R ag: -15%
- IL-1B inflam inh: -1
- D3 ag: -5
- SW480 rereplic: ?
- HT1080 IDH1KD tx: ?

From PubChem BioAssay
